Screens deposited in PubChem BioAssay by National Center for Advancing Translational Sciences (NCATS).
Coupling enz = qHTS Assay for Inhibitors of Fructose-1,6-bisphosphate Aldolase from Giardia Lamblia: Coupling assay counterscreen. coupling enzyme system counterscreen, AmpLite Red fluorescence. activity change, negative = inhibition, % at 58.2 µM, hits read low. hit rate 0.67% among 290,000. AID 2472, 2010; in the data active means activity change below about -30%; further: on the % scale 0 is the no-effect control and ±100 the full control effect
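Compounds tested against the coupling enzymes alone at 57.5 uM final; readout was AmpLite Red fluorescence (525/598 nm) after 20 min at RT.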
TRPV1 agonist = HTS Assay for Compounds that Act as Agonists of the Vanilloid Receptor 1. Transient receptor potential cation channel subfamily V member 1 (Homo sapiens), Q8NER1. TRPV1-expressing cells, Fluo-8 calcium influx, agonist mode. activation, % at 8.33 µM. hit rate 0.19% among 320,000. AID 540275, 2011; in the data active means activation above about 80%; inconclusive means between about 30% and that limit; further: 0% is about no effect
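Fluo-8 calcium influx in TRPV1-expressing cells, kinetic read (ex 480/em 520 nm). Compound added and read 3 min for agonist activity, followed by capsaicin at EC20 final and 2 min further read for enhancement.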
MBNL1 CUG block = qHTS Assay for Inhibitors of MBNL1-poly(CUG) RNA binding | Muscleblind-like protein 1 (Homo sapiens), Q9NR56 | TR-FRET MBNL1-His/biotin-(CUG)12 binding, 665/545 ratio | Potency, µM (series often up to 57.5 µM), for inactives: at the highest dose activity change, negative = inhibition, actives largely listed as inhibitors | hit rate 0.036% among 280,000 | AID 2675, 2010; active means well fitted inhibition curve with a large enough effect in the signal ratio, with a control signal flat, not every such curve was filed as active; inconclusive means small, poorly fitted or top-dose-only effect, or effect the other way, or a change in a side signal; inactive means no such curve, though single readings can be large or run the other way; the % refers to the signal ratio; further: potency means the concentration at half of the fitted maximal effect; on the % scale 0 is the no-effect control and ±100 the full control effect
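Compound titration spanned 92 nM–58 uM against the MBNL1-His/biotin-(CUG)12 complex. After 60 min at room temperature with 5 nM streptavidin-XL665 and 0.055 ng/ul terbium anti-His, ratiometric 665/545 nm emission (Ex 340 nm) normalized to controls.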
Integrin act MD = qHTS for Activators of Integrin-Mediated Alleviation for Muscular Dystrophy. alpha7betagal myoblasts, beta-gal FDG fluorescence, 48 h. Potency, µM (top dose mostly 38.3 µM), without a hit: at the top dose activation, usual class: activators. hit rate 0.064% among 350,000. AID 624291, 2012;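 further: potency means the concentration at half of the fitted maximal effect; 100% = response of the positive control SU9516; nearly all actives have a fitted effect of over 60% in size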
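Alpha7betagal+/- myoblasts (passage 13) were plated 16-24 hr, then exposed to compounds (1:260 dilution of DMSO stock) for 48 hours at 37C. After MPER lysis, β-galactosidase reporter activity was read as FDG fluorescence (ex 480/em 540) after 30 minutes.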
hERG WT inh = qHTS for Inhibitors of KCHN2 3.1: Wildtype qHTS. Voltage-gated inwardly rectifying potassium channel KCNH2 (Homo sapiens), Q12809. activity change, % at 1.84 µM. U2OS, BacMam KCNH2, thallium flux FluxOr; stronger effect = lower value. hit rate 0.37% among 340,000;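 active means maximum activity change below -70%; inconclusive means maximum activity change between -70% and -50%; inactive means maximum activity change above -50%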; further: on the % scale 0 is the no-effect control and ±100 the full control effect
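U2OS cells were transduced with wild-type KCNH2 virus (2.03 x 10^8 / mL) for 4 h at room temperature, then cultured overnight at 37 C. Thallium flux was read with FluxOr dye. Rate constants were normalized to DMSO controls.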
GALK inhibitor = qHTS Assay for Inhibitors of Human Galactokinase (GALK); hit rate 0.007% among 270,000; Potency, µM (highest dose often 57.5 µM), for inactives: at the highest dose activity change, negative = inhibition, actives largely listed as inhibitors; Purified GALK, Kinase-Glo residual ATP luminescence; P51570; further: potency means the concentration at half of the fitted maximal effect; on the % scale 0 is the no-effect control and ±100 the full control effect
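Compounds were pin-transferred into ATP buffer (35 uM final), then GALK plus galactose (5 nM, 100 uM final) was added. After 1 h at room temperature, Kinase-Glo Plus was added and luminescence read after 10 min.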
S-ASM inh = Inhibitors of Secretory Acid Sphingomyelinase (S-ASM): qHTS; hit rate 0.006% among 340,000; placental ASM, HMU-PC fluorogenic substrate, 60 min; AID 504937, 2011; Potency, µM (titrated, usually from 57.5 µM), without a hit: top-dose activity change, negative = inhibition, most hits filed as inhibitors; further: potency means the concentration at half of the fitted maximal effect
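Fluorogenic HMU-PC substrate (9 uM final) is turned over by placental ASM in 60 min at 37 C after a 10 min compound preincubation. Reaction ended by alkaline stop (pH 10), with fluorescence read at 386/447 nm.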
A-T KAP1 phos = qHTS Assay for Identifying a Potential Treatment of Ataxia-Telangiectasia | […] A-T fibroblasts, KAP-1 phosphorylation AlphaLISA; neocarzinostatin DNA damage 30 min before lysis | Potency, µM (top dose mostly 57.5 µM), for the others: at the highest dose activation, hits mostly activators | hit rate 0.19% among 320,000 | AID 485349, 2010; further: potency means the concentration at half of the fitted maximal effect; % of control where 0% means no effect; nearly all actives have a fitted effect of over 45% in size
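ATM-like activity read as KAP-1 phosphorylation via AlphaLISA donor/acceptor antibody pairs after lysis and 6 hr at 25C. Cells were ATM-null patient fibroblasts ([…], hTERT), dosed 60 min, then exposed to the DSB inducer NCS for 30 min.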
CXXC DNA block = qHTS Fluorescence Polarization Assay for Inhibitors of MLL CXXC domain - DNA interaction. hit rate 0.037% among 290,000. MLL-CXXC / FITC-HOXA9 DNA fluorescence polarization. Potency, µM (series often up to 115 µM), inactives show top-dose activity change, negative = inhibition, actives largely listed as inhibitors. AID 2662, 2010; active means well fitted inhibition curve with a large enough effect in the polarisation, with a control signal flat, not every such curve was filed as active; inconclusive means small, poorly fitted or top-dose-only effect, or effect the other way, or a change in a side signal; inactive means no such curve, though single readings can be large or run the other way; the % refers to the polarisation; further: potency means the concentration at half of the fitted maximal effect
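Steps: dispense CXXC domain solution (7 uM) → pin compounds or unlabeled HOX-A9 DNA control → 5 min ambient → add FLSN-HOX-A9 solution (50 nM) → spin → 30 min ambient → fluorescence polarization. Tris pH 7.5/NaCl/DTT/BSA buffer.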
KCNH2 3.1 block = qHTS for Inhibitors of KCHN2 3.1: Mutant qHTS. Potassium voltage-gated channel subfamily H member 2, brain isoform KCNH2 3.1 (human). U2OS KCNH2 3.1, thallium flux FluxOr; stronger effect = lower value. activity change, % (tested at about 1.8 µM). hit rate 0.95% among 340,000. AID 720553, 2013;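 active means maximum activity change below -70%; inconclusive means maximum activity change from -70% to -50%; inactive means maximum activity change above -50%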;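 further: thallium influx rate constant from kinetic fluorescence after stimulation buffer; on the % scale 0 is the no-effect control and ±100 the full control effect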
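Steps: virus added to U2OS suspension (4 h, RT, dark); medium with 10% FBS added, cells plated, 37 C overnight; FluxOr/Red40 loading buffer 45 min RT; stimulation buffer, 2 min kinetic read; rate constant normalized.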
An asterisk follows results filed as active; ? = inconclusive; · = not tested or not shown; [ ] = dose if it differs, or a comment. Unless noted, the call rests on the fitted dose curve; in most records, active means well fitted curve in the direction sought with a large enough effect; inconclusive means small, poorly fitted or top-dose-only effect, or another doubt; inactive means no such curve, though single readings can be large; an effect the other way counts as inactive or inconclusive.

smiles	Integrin act MD	CXXC DNA block	hERG WT inh	MBNL1 CUG block	TRPV1 agonist	Coupling enz	S-ASM inh	A-T KAP1 phos	KCNH2 3.1 block	GALK inhibitor
COc1ccc(C2C=C(c3ccc(Cl)cc3)Nc3nc(NC(C)=O)nn32)cc1 (stereo not given)	·	?	·	?	-2.6	-8.1	·	-8.4%	·	1.1%
O=C(O)CCc1ccc(S(=O)(=O)Nc2cc(C(F)(F)F)ccc2N2CCCC2)cc1	-9.6%	·	2.2	·	1.2	·	-0.5%	2.8%	1.3	·
Nc1c(C(=O)N2CCCC2)sc2nc(-c3ccccc3)ccc12	18.9%	5.0%	3.1	·	·	0.9	56.3%[activator]	28.9%	-26.4	5.1%
Cc1ccc(-c2nc3ccccc3o2)cc1NC(=S)NC(=O)/C=C/c1ccco1	-31.9%	30.5%[activator]	-14.4	4.5%	-1.7	1.5	-10.1%	-1.1%	-6.1	·
COc1ccc(OC)c(C(=O)CSc2nnc(-c3ccc(OC)c(OC)c3)o2)c1	·	-3.0%	·	-9.9%	1.7	1.5	·	-1.1%	·	1.7%
O=C(CN1C(=O)c2ccc([N+](=O)[O-])cc2C1=O)Nc1cc(S(=O)(=O)N2CCOCC2)ccc1Cl	-17.1%	·	-0.6	·	-4.5	·	0.8%	9.6%	-12.9	·
CC(C)CC(=O)Nc1ccccc1N1CCOCC1	0.3%	-0.9%	-2.5	-10.8%	-2.7	-0.9	-1.7%	·	-5.1	1.4%
O=C(NCC(O)c1ccc([N+](=O)[O-])cc1)c1cccc(S(=O)(=O)N2CCCC2)c1 (stereo not given)	0.8%	-2.1%	-6.8	?	13.6	1.3	6.8%	0.2%	-21.4	1.1%
C/C(=N\Nc1nc(C(C)(C)C)cs1)c1ccccc1	11.6%	?	-6.1	4.0%	8.4	-4.4	8.5%	31.8%	8.9	-3.5%
CCSc1nnc(C)c(=O)n1COC(=O)c1ccc(S(=O)(=O)N2CCCC2)cc1	12.1%	4.8%	-20.4	?	0.1	-4.8	0.0%	3.9%	4.9	-0.3%
COc1ccc(CCNC(=S)Nc2ccc(OC)cc2)cc1	-3.2%	-3.0%	1.6	-14.2%	1.9	1.3	3.6%	4.3%	1.4	2.3%
Cc1cc(-c2nnc(SCC(=O)Nc3cccc(C)c3C)n2N)n[nH]1	?	8.0%	-6.0	-0.6%	0.1	·	-2.3%	7.0%	4.9	-0.8%
COc1cc(O)c(C(C)=O)c2c1C=CC(C)(C)O2	-3.9%	·	-3.9	·	·	·	-3.1%	·	-3.2	·
N#Cc1c(-c2ccccc2)c(-c2ccccc2)nn(CC(=O)NNC(=O)Nc2ccc(Cl)c(Cl)c2)c1=O	-21.2%	3.4%	6.6	7.2%	6.2	12.6	-28.1%	-5.2%	-1.4	0.8%
Cc1c(NC(=O)c2ccc3c(c2)C(=O)N(CC2CCCO2)C3=O)cccc1C(=O)O (stereo not given)	7.5%	0.5%	0.1	?	-0.6	4.7	-3.7%	-7.6%	13.3	0.9%
CCc1ccc2[nH]c(=O)c(CN(CCO)C(=O)NCc3ccccc3)cc2c1	-20.6%	0.2%	-4.6	2.4%	-1.1	-0.2	2.2%	-0.9%	0.9	0.2%
C/C(=N/NC(=O)CNC(=O)c1ccncc1)c1ccc(Cl)cc1	38.9%	-1.8%	-6.6	5.2%	4.7	2.7	1.2%	-8.9%	-4.2	3.8%
CCCCOC(=O)CNc1n[nH]c(=S)[nH]c1=O	6.0%	6.5%	12.9	159.2%[activator]	-2.5	1.0	-1.2%	7.2%	-2.7	0.3%
O=C(N/N=C/c1cc(Br)c(Br)o1)c1cc2ccccc2o1	-32.5%	11.9%	3.2	13.0%	?	5.3	35.6%[activator]	-11.2%	0.7	1.1%
COc1ccc(NS(=O)(=O)c2cc(NC(=O)c3cncc(Br)c3)ccc2OC)cc1	12.8%	·	-9.2	·	·	·	-8.9%	1.4%	12.0	·
CCC(=O)Nc1cccc(NC(=O)c2ccc(C)c([N+](=O)[O-])c2)c1	-15.4%	1.6%	-14.4	?	19.2	-1.8	-0.8%	0.0%	-5.0	-1.1%
Cc1ccc(Cl)cc1N1CCN(C(=O)C2CCC(=O)N(C3CCCCCC3)C2)CC1 (stereo not given)	26.3%	-1.8%	1.2	4.1%	11.8	·	-2.8%	1.2%	-23.6	1.9%
CCc1nnc(SCC(=O)N2CCCc3ccccc32)nc1CC	8.9%	14.5%	8.5	-13.4%	5.7	0.0	1.3%	11.9%	6.2	1.2%
CCC1CCCCN1C(=O)N[C@@H](Cc1ccccc1)C(=O)O (stereo not given in full)	3.9%	0.6%	-0.9	-4.9%	-5.0	1.4	1.3%	9.8%	0.8	1.4%
CN(C(=O)COC(=O)c1ccc(-c2ccc(O)cc2)cc1)C1CCS(=O)(=O)C1 (stereo not given)	-2.7%	0.2%	8.2	39.8µM*	0.9	-2.5	2.3%	3.1%	-8.8	·
COC(=O)c1cnc(N2CCOCC2)nc1C(F)(F)F	14.0%	-3.2%	?	0.8%	-1.2	3.7	1.3%	-5.1%	-8.8	-0.2%
O=C(O)c1ccc(-c2sc(Nc3ccccc3)n[n+]2-c2ccccc2)cc1	7.6%	4.8%	0.2	8.8%	-5.4	2.4	-2.2%	4.7%	32.9	·
CC(C)(C)NC(=O)C(c1ccco1)N(C(=O)c1ccc(CN2CCOCC2)o1)c1ccccc1 (stereo not given)	17.4%	4.1%	5.0	2.4%	2.0	1.0	-2.3%	1.1%	17.1	2.9%
COCCN(CCOC)S(=O)(=O)c1ccc(/C(O)=C(\C#N)c2nc3ccccc3[nH]2)cc1	16.1%	-13.6%	-6.9	16.7%	2.7	-0.7	-2.6%	-10.5%	5.7	-1.8%
CCOC(=O)/C(C#N)=C/c1cn(CCC(=O)O)nc1-c1ccc(F)cc1	42.5%	4.2%	-13.7	?	-5.0	22.5	0.6%	25.2%	2.4	1.4%
Cc1ccc(Nc2c([N+](=O)[O-])cc(C(=O)N3CC(=O)Nc4ccccc43)cc2[N+](=O)[O-])c(C)c1	-24.2%	-5.2%	-2.5	?	-0.5	-14.9	?	-8.5%	-14.1	0.9%
c1ccc(OCc2nc(-c3ccccc3)no2)cc1	-1.5%	-4.9%	-0.5	5.0%	28.6	-0.6	2.5%	12.2%	-15.9	-0.3%
N#CCSc1nnc(Cc2cccc3ccccc23)n1C1CCCCC1	14.0%	-1.5%	3.4	-7.9%	3.4	11.6	-2.2%	4.5%	-3.2	1.5%
Cc1ccc(C2CCN(C(=S)Nc3cccc(C)c3)C2)cc1 (stereo not given)	-33.2%	-4.1%	8.5	-2.8%	11.2	1.4	-5.3%	-1.3%	-5.3	3.3%
CCOCC(=O)Nc1ccc(S(=O)(=O)Nc2ncccn2)cc1	-29.1%	5.5%	18.7	-4.0%	-1.1	0.5	4.3%	-1.3%	-15.7	0.6%
O=C(Cc1ccccc1[N+](=O)[O-])Nc1cccc(S(=O)(=O)NC2=NCCCCC2)c1	20.0%	·	-2.9	·	1.2	·	1.3%	-3.6%	-2.6	·
CC(=O)c1ccc(NC(=O)CSc2ccc(-c3sc(C)nc3C)nn2)cc1	-12.1%	25.4%	7.4	?	-2.8	·	-3.1%	9.2%	12.4	5.1%
COc1ccc(CN(C#N)c2nc(SC)nc(N(C)C)n2)cc1	-30.9%	-1.8%	-25.8	1.9%	12.8	6.2	-9.8%	2.4%	13.5	5.0%
Cn1ncc(N2CCN(C(=O)c3ccc(Cl)cc3)CC2)c(Cl)c1=O	14.2%	8.9%	8.4	3.7%	1.3	0.8	2.6%	-5.0%	27.8	9.6%
O=C(CCNS(=O)(=O)c1ccc(Br)cc1)NNC(=O)C1COc2ccccc2O1 (stereo not given)	0.7%	·	-9.2	·	·	·	-4.9%	-6.5%	5.8	·
Cc1ccc(-n2nc3ccc(NC(=S)NC(=O)/C=C/c4ccco4)cc3n2)cc1	20.7%	5.1%	9.0	19.0%	-0.9	5.2	13.7%	0.6%	-7.2	3.0%
CC1(C)Cc2ccccc2C(Nn2cnnc2)=N1	-28.0%	8.0%	-7.4	8.5%	-0.3	0.6	-4.7%	7.4%	4.6	2.4%
